NCI-60 one-dose screen, 48 h, at 10 µM unless noted. Numbers give growth in % (100 = growth as untreated, 0 = no growth, -100 = all killed).
LOX IMVI: LOX IMVI melanoma | 79,000 compounds, 7.4% hits
SK-MEL-5: SK-MEL-5 melanoma. 80,000 compounds, 6.4% hits
EKVX: EKVX NSCLC. 71,000 compounds, 3% hits
HOP-62: HOP-62 NSCLC; 80,000 compounds, 3.9% hits
HOP-92: HOP-92 NSCLC cells; 71,000 compounds, 6.3% hits
A549/ATCC: A549/ATCC NSCLC. 81,000 compounds, 3.7% hits. AID 1794740
M14: M14 melanoma; 80,000 compounds, 6.2% hits
CCRF-CEM: CCRF-CEM leukemia. AID 1794778. 77,000 compounds, 7% hits
Starred values were filed as active, the others as inactive; nt = no result given; & = joins results of further samples. Rule for the calls: active = growth percent below 10; inactive = the rest.

SMILES	LOX IMVI	SK-MEL-5	EKVX	HOP-62	HOP-92	A549/ATCC	M14	CCRF-CEM
COC(=O)[C@H](CC(C)C)NC(=O)c1cccc(-c2cc(=O)c3c(OC)c(OC)c(OC)cc3o2)c1	78.1	91.7	105.1	115.5	86.9	99.0	106.0	64.4
Cc1ccc(C(F)(F)F)cc1N1CCN(C(=O)[C@H]2C[C@H]2c2ccc(S(F)(F)(F)(F)F)cc2)CC1	84.8	72.8	70.0	101.4	54.1	69.5	106.8	81.2
C=CCN1C(=O)c2cccc3c(C#CCN4C(=O)c5cccc6cccc(c56)C4=O)ccc(c23)C1=O	91.1	97.7	96.5	89.6	90.9	103.1	95.0	97.3
COc1ccc(Cn2cc(CNC(=O)c3cccnc3Nc3ccc(F)cc3)nn2)cc1	nt	106.0	97.5	92.3	93.4	95.7	nt	nt
COc1cc(C2=NN(c3cc(Cl)cc(Cl)c3)C(c3sc(Cl)nc3Cl)C2)cc(OC)c1OC (stereo not drawn)	nt	98.9	93.3	99.8	91.6	95.2	99.8	94.0
C/C(=N\NC(=S)Nc1ccccc1)c1sc(Nc2cccc(Cl)c2)nc1C	93.0	88.1	76.4	91.8	69.6	100.4	97.5	88.1
O=C(Nc1cccc2ccccc12)c1ccc(/C=C/C(=O)c2ncc[nH]2)cc1	35.9	nt	84.0	86.6	110.9	96.4	94.7	43.9
Cc1cc(C)n(N)c(=O)c1C#N	105.3	98.3	nt	97.7	nt	101.1	102.3	96.8
COc1ccc(-c2nc(SCC(C)C)nc(NNC(N)=O)c2C#N)cc1	87.6	98.4	97.9	83.4	79.0	101.7	120.9	98.1
c1ccc(Nc2csc(Nc3cnccn3)n2)cc1	91.1	101.5	98.5	101.9	115.8	113.2	106.0	102.6
c1cc2c3c(cccc3c1)-c1cnccc1-2	103.0	110.2	93.8	118.1	nt	96.9	120.3	98.7
COc1ccc(C2=NN(C(C)=O)C(c3ccc(OCc4ccccc4)c(OC)c3)C2)cc1OC (stereo not drawn)	101.3	nt	68.2	118.6	88.5	74.9	99.2	nt
Nc1ccc([N+](=O)[O-])cc1-c1nc2ccccc2[nH]c1=O	98.1	95.1	77.2	86.7	77.3	106.4	106.7	103.0
O=C(NC(Cc1ccccc1)C(=O)O)C(Cl)Cl (stereo not drawn)	nt	109.5	nt	109.5	nt	99.3	102.7	nt
Nc1ccc(S(=O)(=O)O)c2ccc(S(=O)(=O)O)cc12	92.5	97.4	120.8	95.9	73.7	96.5	nt	70.5
CCCCCCCCCCN1C(=O)/C(=c2\sc3n(c2=O)C2C(NN=3)N(CC)C(=O)N2CC)c2ccccc21 (stereo not drawn)	93.7	100.2	94.0	97.0	78.1	98.2	95.6	nt
COc1ccc(C(=O)CCC(=O)O)cc1	90.2	99.8	78.7	104.0	105.1	93.2	95.3	48.6
O=C(N=Nc1c(O)[nH]c2ccc(Br)cc12)c1cc(-c2ccc(Cl)cc2)nc2ccccc12	23.9	93.4	47.9	78.7	76.1	81.4	64.2	27.0
CCCCCOC(=O)Nc1nc(=O)n(C2O[C@H](C)[C@@H](O)[C@H]2O)cc1F (stereo partly drawn)	100.0	99.8	99.2	nt	92.4	98.0	108.1	96.7
O=C1NC(=O)/C(=C\c2ccncc2)N1	100.2	97.2	95.5	94.2	85.7	106.0	92.6	104.7
CN(C)c1ccc(C(=Cc2ccccc2)c2ccc(N(C)C)cc2)cc1	94.9	99.8	96.7	95.2	78.4	87.9	92.0	88.6
CC(=O)C1CCC2C3CCC4=CC(=O)CCC4(C)C3(C)C(=O)CC12C (stereo not drawn)	97.9	100.1	nt	87.6	105.6	92.6	102.8	93.4
COc1cc2cc(Oc3ccc(NC(=O)c4ccccc4)cc3)c(C)nc2cc1OC	86.5	80.2	89.8	43.8	nt	89.6	120.8	100.6
CCOc1ccccc1/C=C1\SC(=S)N(CC)C1=O	100.1	95.6	98.5	99.7	nt	101.1	112.2	80.8
COc1ccc(/C=C/c2c(C(=O)/C=C/c3ccc(C(F)(F)F)cc3)c(C)nc3ccccc23)cc1	-91.2*	-79.9*	-18.7*	-1.8*	-64.3*	65.4	-15.0*	7.6*

Going on with the list:
SMILES	LOX IMVI	SK-MEL-5	EKVX	HOP-62	HOP-92	A549/ATCC	M14	CCRF-CEM
O=S(O)CNc1ccc(S(=O)(=O)c2ccc(NCS(=O)O)cc2)cc1	97.9	100.0	94.4	106.7	100.1	94.8	101.6	101.4
CC(=Nc1ccccc1)C1=C(O)C(Cc2cccc(F)c2)NC1=O (stereo not drawn)	5.1*	1.6*	nt	28.9	41.2	14.3	7.5*	6.2*
CN(C)c1ccc(CNCCO)cc1	102.1	99.9	103.1	76.3	75.1	76.0	96.7	88.4
CCCn1c(=O)c2[nH]c(-c3ccc(OCc4nc5ccc(C#N)cc5[nH]4)cc3)nc2n(CCC)c1=O	46.5	83.4	80.6	77.9	78.5	79.9	99.6	83.6
CCOC(=O)C1(C(=O)OCC)NC(=O)CC1CC(C)C (stereo not drawn)	115.6	104.2	107.6	112.3	94.4	nt	103.4	97.6
O=c1[nH]c2ccccc2cc1CNc1ccc(Nc2nccc(-c3ccc4ccccc4c3)n2)cc1	102.3	102.7	92.4	90.1	92.7	80.1	105.3	82.4
CC(C)=CCC/C(C)=C/CC/C(C)=C/CCc1cc(C)oc1C	nt	nt	nt	109.6	nt	119.5	91.7	31.5
Cc1c(COc2ccccc2-c2cnco2)c(C)c(COc2ccccc2-c2cnco2)c(C)c1COc1ccccc1-c1cnco1	96.9	95.8	79.3	98.6	76.2	81.6	93.1	91.9
CCCCC(O)Cn1ncc(C(=O)OCC)c1NC(=O)NCc1cccc(C(F)(F)F)c1 (stereo not drawn)	91.2	76.3	nt	94.8	99.8	83.7	92.0	85.3
CC(C)(C)OC(=O)N1CCc2c(sc3ncnc(N/N=C/c4ccc(Br)cc4)c23)C1	54.8	24.0	52.0	69.0	94.4	50.2	47.7	nt
CC/C(=C(\CC)c1ccc(OC)cc1)c1ccc(O)cc1	75.4	86.5	92.3	120.8	81.0	92.1	80.4	72.9
ClC(Cl)=C(Cl)c1ccccc1	91.5	97.1	nt	90.3	nt	nt	96.6	nt
O=[N+]([O-])c1ccc(-c2ccc(-c3nn4c(-c5ccccc5)nnc4s3)o2)cc1	76.4	83.5	85.5	98.7	77.0	86.4	98.2	93.6
CC1(c2ccccc2O)NN=C(/N=C/c2ccc(O)cc2)N1C(Cc1c[nH]c2ccccc12)C(=O)O (stereo not drawn)	77.6	76.8	76.5	66.8	78.6	70.0	90.7	52.1
CCCCCCCCCCCC(=O)OCCNC(=O)C[n+]1ccccc1	105.7	100.4	91.8	102.5	68.7	103.9	101.9	98.1
COc1cc(C(=O)Nc2ccc(-c3nc4ccccc4[nH]3)cc2)cc(OC)c1OC	36.0	65.7	nt	42.5	56.4	45.8	43.5	36.5
O=C(Cn1c(=O)sc2ccccc21)NNS(=O)(=O)c1ccccc1[N+](=O)[O-]	96.4	100.7	98.5	108.0	104.0	103.2	99.4	101.5
COc1ccc(/C=N/Nc2nc(-c3nnn(-c4ccc([N+](=O)[O-])cc4)c3C)cs2)cc1OC	101.4	76.8	112.2	92.6	61.5	92.3	96.9	86.9
COc1ccc(C2c3cccn3-c3ccccc3N2C(C)=O)cc1OC (stereo not drawn)	110.3	98.9	99.9	109.1	nt	109.7	101.6	92.0
COc1ccc(NC(N)=NCCCOc2ccc(F)cc2)cc1	89.8	28.0	69.0	74.2	80.8	73.1	69.1	82.9
NCCCCn1c(Cc2ccc(Cl)c(Cl)c2)nnc1Cc1cc2ccccc2[nH]1	83.8	99.7	90.7	103.7	71.6	103.6	98.2	77.5
COc1ccc2[nH]c(=O)c(CSc3ccccc3Nc3nccc(-c4ccc5ccccc5c4)n3)cc2c1	111.8	101.4	85.0	99.5	94.7	100.2	116.3	88.6
c1ccc2c(c1)OC1OC2Oc2ccccc21	91.1	103.0	104.7	98.8	101.0	96.9	nt	97.6
C[C@@H](C[C@H](CCO)c1ccccc1)c1cc2ccccc2o1	98.4	95.3	93.1	94.8	86.5	91.1	96.1	91.7
O=C(O)C(=O)Cc1ccccc1[N+](=O)[O-]	102.6	108.3	122.0	102.9	nt	108.0	101.6	102.9

Carrying on.
SMILES	LOX IMVI	SK-MEL-5	EKVX	HOP-62	HOP-92	A549/ATCC	M14	CCRF-CEM
CCOC(=O)C1=C2C=Cc3c(ccc4ccccc34)N2C(C(=O)C(C)(C)C)C1 (stereo not drawn)	117.9	108.0	103.2	114.3	107.1	98.4	111.3	103.8
CN(C=O)c1ccc([N+](=O)[O-])cc1	94.1	103.3	106.8	92.0	100.9	75.7	102.6	107.0
CC(=O)c1cc2ccc(OCC(=O)Nc3cccc(F)c3)cc2oc1=O	86.2	100.0	105.5	99.7	92.5	77.5	100.9	97.8
O=C(c1ccccc1)N1N=C(c2ccc(-n3ccc(C(F)(F)F)n3)cc2)CC1c1ccc[nH]1 (stereo not drawn)	80.0	100.5	88.9	105.2	113.3	82.0	79.0	85.6
COC(=O)C1(C)CCC(C)C(=O)O1 (stereo not drawn)	100.8	100.2	103.4	113.9	87.5	105.3	107.4	nt
O=C(CN1CCCCC1)Nc1nc2ccc(NCc3ccc(Br)cc3)cc2s1	100.4	111.9	106.0	101.1	100.1	85.4	97.2	99.4
N#Cc1c(-c2ccccc2)cc(-c2ccccc2)n(CCCCC(=O)O)c1=O	88.2	93.7	89.4	90.9	93.7	94.7	86.4	87.7
CC(C)(C)NC(=O)Cc1ccccc1	91.0&101.4	99.3&100.9	94.8	97.7&105.9	103.5	101.9&95.0	99.7&98.3	101.3
Cc1ccc(NC(=O)c2c(Nc3ccccc3)nn3c(Nc4ccccc4)c(-c4nc5ccccc5s4)c(N)nc23)cc1	97.7	79.9	84.9	101.4	64.3	107.9	99.1	96.8

12 neighbouring entries out of the list so far, for reference:
SMILES	LOX IMVI	SK-MEL-5	EKVX	HOP-62	HOP-92	A549/ATCC	M14	CCRF-CEM
COc1ccc(NC(N)=NCCCOc2ccc(F)cc2)cc1	89.8	28.0	69.0	74.2	80.8	73.1	69.1	82.9
NCCCCn1c(Cc2ccc(Cl)c(Cl)c2)nnc1Cc1cc2ccccc2[nH]1	83.8	99.7	90.7	103.7	71.6	103.6	98.2	77.5
COc1ccc2[nH]c(=O)c(CSc3ccccc3Nc3nccc(-c4ccc5ccccc5c4)n3)cc2c1	111.8	101.4	85.0	99.5	94.7	100.2	116.3	88.6
c1ccc2c(c1)OC1OC2Oc2ccccc21	91.1	103.0	104.7	98.8	101.0	96.9	nt	97.6
C[C@@H](C[C@H](CCO)c1ccccc1)c1cc2ccccc2o1	98.4	95.3	93.1	94.8	86.5	91.1	96.1	91.7
O=C(O)C(=O)Cc1ccccc1[N+](=O)[O-]	102.6	108.3	122.0	102.9	nt	108.0	101.6	102.9
CCOC(=O)C1=C2C=Cc3c(ccc4ccccc34)N2C(C(=O)C(C)(C)C)C1 (stereo not drawn)	117.9	108.0	103.2	114.3	107.1	98.4	111.3	103.8
CN(C=O)c1ccc([N+](=O)[O-])cc1	94.1	103.3	106.8	92.0	100.9	75.7	102.6	107.0
CC(=O)c1cc2ccc(OCC(=O)Nc3cccc(F)c3)cc2oc1=O	86.2	100.0	105.5	99.7	92.5	77.5	100.9	97.8
O=C(c1ccccc1)N1N=C(c2ccc(-n3ccc(C(F)(F)F)n3)cc2)CC1c1ccc[nH]1 (stereo not drawn)	80.0	100.5	88.9	105.2	113.3	82.0	79.0	85.6
COC(=O)C1(C)CCC(C)C(=O)O1 (stereo not drawn)	100.8	100.2	103.4	113.9	87.5	105.3	107.4	nt
O=C(CN1CCCCC1)Nc1nc2ccc(NCc3ccc(Br)cc3)cc2s1	100.4	111.9	106.0	101.1	100.1	85.4	97.2	99.4

From PubChem BioAssay
